POLI inh: inhibitors of human DNA polymerase iota; AID 588590; Pol iota fluorescent replication assay, 10 min; actives 1% (n = 390,000); Q9UNA4; Potency, µM (series often up to 115 µM), for inactives: top-dose activity, negative = inhibition, usual class: inhibitors; further: potency means the concentration at half of the fitted maximal effect
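Fluorescent replication assay read twice, at 0 min and 10 min after adding 50 nM (final) substrate. Enzyme (10 nM) and compounds were first incubated 15 min at room temperature; enzyme-free buffer wells were negative controls.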
Anesthetic bind: candidate novel general anesthetic via apoferritin binding. P02791. actives 0.074% (n = 350,000). AID 485281. Potency, µM (doses to about 77.5 µM), for inactives: top-dose activity change, negative = displacement, actives largely listed as inhibitors. apoferritin/1-aminoanthracene competitive binding, fluorescence; further: potency means the concentration at half of the fitted maximal effect; on the % scale 0 is the no-effect control and ±100 the full control effect; nearly all actives have a fitted effect of over 20% in size
Target sequence (P02791 2-175 limits assumed): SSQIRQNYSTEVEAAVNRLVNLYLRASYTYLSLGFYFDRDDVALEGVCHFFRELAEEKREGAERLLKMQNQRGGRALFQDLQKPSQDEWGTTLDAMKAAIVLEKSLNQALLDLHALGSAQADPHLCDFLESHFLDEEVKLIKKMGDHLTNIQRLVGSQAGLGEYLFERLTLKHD
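Read-out: endpoint 1-AMA fluorescence, excitation 380 nm and emission 535 nm, after compounds sit 10 min at room temperature with 10 uM horse-spleen apoferritin in 50% saturated 1-AMA/PBS. Values come from four-parameter Hill fits.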
ALOX12 inh: ALOX12 (human) lipoxygenase inhibition. P18054. purified 12hLO, xylenol orange hydroperoxide absorbance. Potency, µM (top dose mostly 108 µM), inactives show at the highest dose activity change, negative = inhibition, actives largely listed as inhibitors. actives 1.1% (n = 580,000). AID 1671190; further: potency means the concentration at half of the fitted maximal effect; on the % scale 0 is the no-effect control and ±100 the full control effect
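Purified human 12hLO at 150 nM in 25 mM Hepes, 0.01% Triton X-100, pH 7.0, preincubated 15 min at room temperature with compound. Reaction started with 40 uM arachidonic acid, 30 min at room temperature. Hydroperoxide measured by Fe-xylenol orange, 573/405 nm absorbance ratio.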
POLB inh: DNA polymerase beta (human) inhibition; Pol beta primer extension/strand displacement, fluorescence kinetic; Potency, µM (doses to about 114 µM), inactives show at the highest dose activity change, negative = inhibition, usual class: inhibitors; actives 1.3% (n = 340,000); AID 485314; further: potency means the concentration at half of the fitted maximal effect; on the % scale 0 is the no-effect control and ±100 the full control effect
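Values derive from four-parameter Hill fits of normalized kinetic data: reads at 0 and 10 min following addition of 50 nM substrate to 10 nM Pol beta preincubated 15 min with compound.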
BLM helicase inh: inhibitors of human Bloom syndrome helicase BLM. Potency, µM (doses to about 56.1 µM), without a hit: at the top dose activity change, negative = inhibition, hits mostly inhibitors. actives 0.2% (n = 350,000). recombinant BLM DNA unwinding, fluorescence dequenching;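 further: potency means the concentration at half of the fitted maximal effect; plate controls were vehicle for no effect and no enzyme for full effect; nearly all actives have a fitted effect of over 35% in size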
ERG-DNA inh: blocks human ERG Ets domain binding to DNA. actives 0.028% (n = 370,000). AID 624246. P11308. Potency, µM (series often up to 76.9 µM), without a hit: top-dose FP activity, negative = inhibition, usual class: inhibitors. fluorescence polarization, His-ERG Ets domain / labelled DNA; active means well fitted inhibition curve with a large enough effect in the polarisation, with a control signal flat; inconclusive means small, poorly fitted or top-dose-only effect, or effect the other way, or a change in a side signal; inactive means no such curve, though single readings can be large or run the other way; the % refers to the polarisation;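 further: polarization taken with two DNA probes labelled with fluorescein and Texas red; potency means the concentration at half of the fitted maximal effect; % of control where 0% means no effect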
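His-tagged ERG Ets domain (1 uM in the protein solution; 300mM KCl, 50mM Tris-HCl, 1mM EDTA, 1mM DTT, pH 7.5) received compound, then a probe mix of 5 nM fluorescein-DNA and 100nM Texas-615-DNA. Fluorescence polarization was read for both dyes.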
TRHR agonist: activates the human TRH receptor. P34981. AID 493084. TRHR cells, calcium flux fluo-8, FDSS agonist mode. activation, % at 2 µM. actives 0.18% (n = 360,000); in the data active means activation above about 30%; further: 0% is about no effect
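In this calcium-flux screen, cells bearing human TRHR are dye-loaded with fluo-8, baselined for 10 cycles, then exposed to library compounds; positive kinetic calcium responses during the agonist phase mark hits, with TRH as control.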
POLK inh: DNA polymerase kappa (human) inhibition | purified Pol kappa, fluorescent DNA synthesis assay, 10 min | Potency, µM (doses to about 107 µM), without a hit: top-dose activity, negative = inhibition, actives largely listed as inhibitors | actives 0.53% (n = 400,000) | AID 588579; further: potency means the concentration at half of the fitted maximal effect; on the % scale 0 is the no-effect control and ±100 the full control effect
Target sequence (Q9UBT6 whole entry, looked up): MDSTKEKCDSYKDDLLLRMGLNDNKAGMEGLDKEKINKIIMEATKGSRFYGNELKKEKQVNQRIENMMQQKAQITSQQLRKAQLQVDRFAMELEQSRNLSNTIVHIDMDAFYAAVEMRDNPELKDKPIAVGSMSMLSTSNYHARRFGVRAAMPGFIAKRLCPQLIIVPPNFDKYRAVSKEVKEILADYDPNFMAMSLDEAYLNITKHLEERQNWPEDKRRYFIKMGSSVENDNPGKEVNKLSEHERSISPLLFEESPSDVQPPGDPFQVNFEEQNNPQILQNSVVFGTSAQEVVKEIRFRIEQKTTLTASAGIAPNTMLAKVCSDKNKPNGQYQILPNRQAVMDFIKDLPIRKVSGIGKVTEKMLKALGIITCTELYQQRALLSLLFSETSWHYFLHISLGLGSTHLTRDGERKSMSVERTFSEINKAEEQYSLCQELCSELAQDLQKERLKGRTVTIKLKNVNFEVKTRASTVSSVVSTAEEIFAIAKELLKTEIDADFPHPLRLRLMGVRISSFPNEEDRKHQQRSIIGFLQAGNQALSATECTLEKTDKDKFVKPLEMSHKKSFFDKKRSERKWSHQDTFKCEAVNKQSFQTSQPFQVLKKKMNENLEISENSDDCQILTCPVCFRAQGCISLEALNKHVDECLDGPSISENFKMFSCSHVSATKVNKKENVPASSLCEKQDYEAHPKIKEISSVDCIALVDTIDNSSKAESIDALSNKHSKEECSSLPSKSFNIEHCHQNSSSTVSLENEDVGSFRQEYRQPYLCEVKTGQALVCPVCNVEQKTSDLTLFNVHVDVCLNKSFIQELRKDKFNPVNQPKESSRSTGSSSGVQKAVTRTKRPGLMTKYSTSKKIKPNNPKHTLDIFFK
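Here, compound and 10 nM enzyme are combined for 15 min at room temperature; adding 50 nM substrate (final) starts DNA synthesis, tracked by fluorescence at 0 and 10 min against buffer-only wells.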
APEX1 inh: APE1 (human) endonuclease inhibition. Potency, µM (highest dose often 65.8 µM), without a hit: at the top dose activity change, negative = inhibition, actives largely listed as inhibitors. actives 0.35% (n = 350,000). recombinant APE1, TAMRA/BHQ-2 abasic DNA cleavage fluorescence;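 further: potency means the concentration at half of the fitted maximal effect; plate controls were vehicle for no effect and reference inhibitor for full effect; nearly all actives have a fitted effect of over 55% in size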
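Quantitative HTS: incision of a TAMRA/BHQ-2 double-stranded substrate bearing a tetrahydrofuran abasic site by 0.75 nM APE1 raises fluorescence. Substrate 50 nM final, added after 15 min compound preincubation at room temperature; progress as third-minus-first kinetic read difference.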
Starred values were filed as active, the others as inactive; i = inactive; ? = inconclusive; . = not tested or not shown; & = joins results of further samples; [ ] = remark or other dose. Unless noted, the call rests on the fitted dose curve; in most records, active means well fitted curve in the direction sought with a large enough effect; inconclusive means small, poorly fitted or top-dose-only effect, or another doubt; inactive means no such curve, though single readings can be large; an effect the other way counts as inactive or inconclusive. These rows are one share of the data; rates above refer to the full screens.

SMILES	POLI inh	Anesthetic bind	ALOX12 inh	POLB inh	BLM helicase inh	ERG-DNA inh	TRHR agonist	POLK inh	APEX1 inh
CCOc1cc(/C=C2\CN(C)C/C(=C\c3ccc(O)c(OCC)c3)C2=O)ccc1O	?	1%	?	20%	-9%	14%	1.9	-26%	20%
COc1cc(-c2nnc(SCC(=O)c3cc(C)n(CC4CCCO4)c3C)o2)cc(OC)c1OC (stereo not drawn)	4%	-4%	64%	6%	-3%	-5%	-0.3	-18%	-2%
Nc1c(-c2ccc(Cl)cc2)cnn1-c1cc(C(F)(F)F)cc(C(F)(F)F)c1	46%[activator]	-6%	214%[activator]	0%	1%	6%	0.6	-7%	-4%
Cc1ccc(C2=NCCn3c2c2ccccc2[n+]3[O-])cc1	-1%	.	-19%	.	.	-2%	0.2	-11%	-3%
COc1cc(-c2nnc(SCC(=O)Nc3ccc(C(=O)O)cc3)o2)cc(OC)c1OC	56%[activator]	.	4%	.	.	-3%	.	0%	13%
CN(CC(=O)Nc1ccccc1Cl)C(=O)CN1C(=O)NC(c2ccccc2)(c2ccccc2)C1=O	-12%	.	28%	.	.	-3%	1.5	7%	-19%
Cn1cc(CNC(=O)c2cc(COc3ccc4c(c3)CCCC4)on2)cn1	-3%	?	432%[activator]	-1%	-10%	1%	-1.1	-28%	-15%
NCCCC[C@H]1CNC(=O)C(=O)N1CCc1cccc(F)c1	30%	9%	?	-1%	-5%	-8%	0.3	5%	-8%
Cc1cc(C)c(NC(=O)CSc2nc(=O)[nH]c3c2CCCC3)c(C)c1	10%	-9%	-21%	-27%	1%	0%	0.3	-1%[60.1 µM]	.
COc1ccc(NC(=O)CSc2nnc3c(C)cc4ccccc4n23)cc1	-5%	0%	-11%	-12%	2%	-8%	0.2	0%[60.1 µM]	.
COc1cccc(CNC(=O)COC(=O)c2nc(Cl)c(Cl)c(Cl)c2Cl)c1	-8%	.	25%	.	.	10%[15.4 µM]	1.0	-6%	-6%
COc1ccc(CCNC(=O)CSc2nc3ccccc3o2)cc1	-4%	-15%	30%	0%	-2%	7%	-0.4	4%	0%
COc1nc(NCCc2ccc(OC)c(OC)c2)nc(OC)n1	11%	-4%	13%	11%	0%	-2%	-0.4	-15%	-2%
N#C/C(=C(/O)CN1CCOCC1)c1nc(-c2ccccc2)cs1	?	-5%	1%	0%	-3%	.	0.5	-4%	8%
CCc1nc(SCc2ccc(OC)c(Br)c2)n[nH]1	?	5%	0%	2%	-2%	3%	3.2	-14%	8%
COc1cc(CNCc2cccs2)ccc1OCC(=O)NC(C)(C)C	-6%	-21%	-5%	27%	2%	1%	1.2	9%	1%
Cc1cccn2c(=O)c3cc(C(=O)NC4CCCC4)c(=N)n(C4CCCC4)c3nc12	4%	13%	-10%	1%	-9%	8%	0.0	-4%	2%
CCOC(CNC(=O)C(=O)Nc1cc2c3c(c1)CCN3C(=O)CC2)OCC	-28%	-3%	-19%	9%	-3%	-6%	0.3	-16%	0%
COc1ccc(CN(CC(=O)NC2CCCC2)C(=O)CCC(=O)Nc2nc(C)cs2)cc1	9%	-3%	8%	22%	0%	12%	-0.1	1%	12%
C=CCS(=O)(=O)N1CCCC(N2CCN(c3ccccc3OC)CC2)C1 (stereo not drawn)	18%	3%	-7%	28%	0%	-8%	-0.7	-1%	17%
COC(=O)c1sc(NC(=O)/C=C/c2ccccc2Cl)nc1C	20%	-4%	?	24%	-2%	-2%	-0.1	3%	2%
CN(C)C(=O)CSc1nc2ccccc2n1CC(=O)N1CCN(c2ccccc2)CC1	-12%	-9%	-6%	38%[activator]	3%	0%	0.0	14%	4%
Cc1ccc(-c2csc(NC(=O)CSc3nc4ccccc4o3)n2)cc1	-34%	6%	5%	?	-9%	-2%	0.5	-5%	-2%
O=C(O/N=C(\c1ccccc1)c1ccncc1)c1ccccc1F	-14%	-15%	-15%	-1%	-4%	-7%	-0.1	-1%	-5%
O=C(CSc1nnc(NC(=O)c2ccc(F)cc2)s1)NC1CCCC1	79%[activator]	5%	-16%	1%	-1%	1%	0.1	-24%	11%
CCn1cc(C(=O)OCC(=O)c2ccccc2)c(=O)c2ccc(C)nc21	64%[activator]	?	3%	1%	3%	-5%	-0.1	-23%	0%
CC(=O)Nc1cc(C(=O)NCc2ccco2)ccc1Sc1ccc(C)cc1	5%	-16%	-10%	-2%	-23%	-1%	-0.8	-3%	3%
O=c1[nH]c(-c2ccccc2)nn1-c1ccc(Br)cc1Br	11%	-7%	0%	4%	1%	0%	0.9	-8%	43%
COc1ccc(OC(C)C(=O)Nc2cccc(F)c2)cc1 (stereo not drawn)	105%[activator]	-8%	-1%	17%	-3%	4%	-3.6	-2%	-5%
COC(=O)c1sccc1NC(=S)Nc1cc(C)cc(C)c1	-15%	-6%	-27%	0%	2%	25%	0.1	-6%	7%
COCCCNC(=S)Nc1ccccc1C	-17%	-2%	-10%	15%	2%	-4%	-0.1	3%[60.1 µM]	-3%
COc1ccc(NC(=O)C2CC(=O)OC23CCCCC3)cc1 (stereo not drawn)	-11%	-9%	0%	-3%	1%	2%	1.0	-6%	-1%
Cc1ccc(OCC(=O)Nc2cc(C)on2)c([N+](=O)[O-])n1	155%[activator]	-4%	?	-3%	-3%	-19%	1.1	-9%	6%
COc1ccc(-c2c(C#N)c(N)nc3c2c(=O)n(C)c(=O)n3C)cc1Cl	5%	.	9%	.	.	-3%	.	-6%	.
CCn1c(=N)c(C(=O)NCc2ccccc2)cc2c(=O)n3cc(C)ccc3nc21	9%	13%	-22%	16%	-4%	10%	0.6	7%	.
CCNc1nc(NCC)nc(C(=O)OCCO)n1	11%	-9%	-17%	3%	-5%	3%	1.0	5%	0%
Oc1c(C=Nc2ccc(Cl)cn2)sc2ccccc12	-3%	23%	-7%	-27%	-10%	11%	11	-3%	?
COc1ccc2c(c1)C(c1ccc(Cl)cc1)NC(=O)C2 (stereo not drawn)	-8%	.	-7%	.	.	-4%	-0.2	-22%	9%
Cn1cccc1-c1nc2ccc(NC(=O)c3ccco3)cc2[nH]1	-2%	-11%	22%	-19%	-5%	-3%	0.1	-11%	-4%
CSc1ccc(CCNC(=O)CN2C(=O)c3cccnc3Oc3ccc(C)cc32)cc1	7%&-3%	1%&-18%	-7%&-12%	11%&0%	-4%&-2%	3%&-7%	-0.6&-0.6	-3%&-22%	13%

Some of the entries so far, bar-delimited:
canonical_smiles | POLI inh | Anesthetic bind | ALOX12 inh | POLB inh | BLM helicase inh | ERG-DNA inh | TRHR agonist | POLK inh | APEX1 inh
COCCCNC(=S)Nc1ccccc1C | -17% | -2% | -10% | 15% | 2% | -4% | -0.1 | 3%[60.1 µM] | -3%
COc1ccc(NC(=O)C2CC(=O)OC23CCCCC3)cc1 (stereo not drawn) | -11% | -9% | 0% | -3% | 1% | 2% | 1.0 | -6% | -1%
Cc1ccc(OCC(=O)Nc2cc(C)on2)c([N+](=O)[O-])n1 | 155%[activator] | -4% | ? | -3% | -3% | -19% | 1.1 | -9% | 6%
COc1ccc(-c2c(C#N)c(N)nc3c2c(=O)n(C)c(=O)n3C)cc1Cl | 5% | . | 9% | . | . | -3% | . | -6% | .
CCn1c(=N)c(C(=O)NCc2ccccc2)cc2c(=O)n3cc(C)ccc3nc21 | 9% | 13% | -22% | 16% | -4% | 10% | 0.6 | 7% | .

New compounds follow:
SMILES	POLI inh	Anesthetic bind	ALOX12 inh	POLB inh	BLM helicase inh	ERG-DNA inh	TRHR agonist	POLK inh	APEX1 inh
COCCNC(=O)[C@H]1C[C@@H]1[C@H](NP(=O)(c1ccccc1)c1ccccc1)c1ccccc1	-3%	4%&-6%	.	-13%	2%&0%	-15%	-0.9	6%	?
COc1ccc2cc3c(nc2c1)OCC3	0%	-4%	17%	24%	-2%	12%	0.2	-7%	45%
O=C(Nc1ccccc1N1CCCCC1)C1=COCCO1	16%	.	13%	.	.	-13%	0.6	3%	-7%
N#Cc1sc(C(N)=O)c(-c2ccccc2)c1-c1ccccc1	33%[activator]	0%	i	-29%	0%	1%	0.0	4%	-3%
COc1ccccc1CN1CCC2(CC1)CCN(S(=O)(=O)c1ccccc1)CC2	.	.	-27%[57.4 µM]	.	5%	.	.	-6%[60.1 µM]	-1%
COC(=O)c1ccc(C(=O)Nc2ccc(-c3nc4cc(NC(=O)c5ccc(C(=O)OC)cc5)ccc4o3)cc2)cc1	-12%	-10%	0%	?	-2%	0%	0.0	-16%	.
COCCCNC(=O)c1ccc(CS(=O)(=O)c2ccccc2C)o1	11%	2%	26%	87%	-1%	-2%	0.5	6%	12%
COCCN1Cc2cccc(C(=O)NCc3ccc4c(c3)OCO4)c2C1=O	-9%	-22%	-3%	1%	-7%	0%	-0.1	-5%	-6%
COc1ccccc1OCCC(=O)OCC(=O)NCc1ccccc1	72%[activator]	-6%	-14%	7%	-10%	1%	-0.7	-4%	-2%
O=C(Nc1ccc(-c2n[nH]c(=S)o2)cc1)c1ccccc1Cl	7%	-7%	-19%	-2%	-1%	-6%	0.2	6%	-8%
CCn1cc(/C=C/C(=O)Nc2ccn(Cc3c(F)c(F)cc(F)c3F)n2)cn1	-10%	-11%	-11%	-1%	1%	6%	0.0	0%	-3%
Cn1c(=O)cc(NCc2ccccc2)[nH]c1=O	-1%	7%	-29%	2%	2%	9%	0.1	7%	21%
CN(c1cc(=O)n2ccccc2n1)C1CCCCC1	2%	-16%	31%[activator]	14%	0%	7%	-0.6	-13%	-2%
CCOC(=O)c1c(NC(=O)c2nn(C)cc2[N+](=O)[O-])sc(C)c1C	34%[activator]	-9%	-3%	?	-10%	17%	-0.1	0%	2%
CN1CCN(NC(=O)/C=C/c2cccc(Cl)c2)CC1	13%	-3%	-14%	12%	2%	-15%	-0.3	-3%	9%

Source: PubChem BioAssay (National Center for Advancing Translational Sciences (NCATS))
